HTT ATP protect: protects HTT-Q103 PC12 cells, measured by ATP | PC12 HTT-Q103 induced, cytoprotection, ATP luminescence, 40 h | Potency, µM (top dose mostly 56.4 µM), for the others: cytoprotection (ATP increase), most hits filed as activators | 230,000 compounds, 0.14% hits;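 note: % of control where 0% means no effect; nearly all actives have a fitted effect of over 45% in size; toxic huntingtin expression switched on by the ecdysone agonist tebufenozide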
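Readout: ATPlite luminescence (ATP level). Model: stable PC12, inducible Htt exon1 Q103-GFP. Inducer: tebufenozide, 100 nM final. Compounds: dose series. No G418 in medium.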
Tau FP inhib: blocks human tau fibril formation measured by polarization; P10636; 280,000 compounds, 0.39% hits; K18 P301L tau heparin fibrillization, Alexa594 FP, 6 h; Potency, µM (top dose mostly 57.7 µM), for the others: top-dose activity, negative = inhibition, usual class: inhibitors; note: % is set by controls: 0 for no effect and ±100 for the full control effect; nearly all actives have a fitted effect of over 55% in size
Target sequence (P10636 561-689 P618L limits assumed): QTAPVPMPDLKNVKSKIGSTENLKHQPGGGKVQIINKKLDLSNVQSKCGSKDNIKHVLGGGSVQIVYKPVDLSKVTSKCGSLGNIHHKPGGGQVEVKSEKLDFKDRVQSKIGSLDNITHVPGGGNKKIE
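Heparin (20 uM) drove fibril formation of recombinant tau K18 P301L, 15 uM unlabeled with 0.24 uM Alexa 594 label, for 6 hr at 37 C in 100 mM sodium acetate pH 7. Fluorescence polarization (555/632 nm) read 1 hr after 30 uM ThT.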
Tau fluor cs: counter-screen for tau fibril formation inhibitors; tau K18 P301L Alexa594 fluorescence, heparin fibrillization; Potency, µM (doses to about 57.7 µM), without a hit: at the top dose activity change, negative = decrease; 280,000 compounds, 0.93% hits; AID 1463; note: % is set by controls: 0 for no effect and ±100 for the full control effect; nearly all actives have a fitted effect of over 55% in size
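Human tau K18 P301L (15 uM unlabeled, 0.24 uM Alexa 594-labeled) in 100 mM sodium acetate pH 7 with 20 uM heparin, 6 hr at 37 C. ThT 30 uM added, 1 hr ambient; Alexa 594 FP and total fluorescence read at 555/632 nm.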
Tau ThT inhib: blocks human tau fibril formation measured by thioflavin T; P10636; recombinant tau K18 P301L, heparin-induced fibrillization, ThT fluorescence; Potency, µM (titrated, usually from 57.4 µM), for inactives: at the highest dose activity, negative = inhibition, actives largely listed as inhibitors; 270,000 compounds, 2.1% hits; AID 1460; note: % is set by controls: 0 for no effect and ±100 for the full control effect; nearly all actives have a fitted effect of over 55% in size
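Fibril formation assay: tau K18 P301L at 15 uM with trace Alexa 594 label, heparin inducer 20 uM, pH 7 sodium acetate buffer, 37 C for 6 hr; endpoint ThT signal.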
TR SRC2 fluor cs: Texas Red fluorescence interference in TRb-SRC2 counter-screen. TRb/SRC2 Texas Red total fluorescence interference. Potency, µM (doses to about 106 µM), without a hit: top-dose fluorescence change, negative = quenching. 280,000 compounds, 0.29% hits; active = well fitted curve in either direction with a large enough effect; inconclusive = small, poorly fitted or top-dose-only effect; note: % is set by controls: 0 for no effect and ±100 for the full control effect
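Human TRβ ligand-binding domain (0.6 uM) and Texas Red SRC2 peptide (20 nM) in Tris buffer with 1 uM T3 and 5% DMSO were incubated with pinned compound for 5 hr at ambient temperature. Total fluorescence was computed as S + 2P (555/632 nm).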
L3MBTL1 inh: L3MBTL1 (human) inhibition; AlphaScreen L3MBTL1–H3K9me1 peptide binding; Potency, µM (top dose mostly 57.1 µM), without a hit: at the top dose activity, negative = inhibition, actives largely listed as inhibitors; 230,000 compounds, 0.66% hits; AID 485360; note: % is set by controls: 0 for no effect and ±100 for the full control effect; nearly all actives have a fitted effect of over 60% in size
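L3MBTL1 50 nM + b-AHA-H3(1-15)K9me1 75 nM, 30 min RT; compound added, 30 min RT; streptavidin donor/Ni-chelate acceptor beads 10 ug/mL each final, 30 min RT dark; AlphaScreen read.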
TRb-SRC2 inh: inhibitors of human thyroid hormone receptor beta-SRC2 interaction | P10828 | TRbeta-SRC2 peptide binding, fluorescence polarization; receptor liganded with 1 µM T3 | Potency, µM (highest dose often 106 µM), without a hit: top-dose activity change, negative = inhibition, usual class: inhibitors | 280,000 compounds, 0.065% hits | AID 1469;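 note: plate controls were bound peptide for no effect and peptide without receptor for full effect; nearly all actives have a fitted effect of over 50% in size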
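Read-out is fluorescence polarization (555 nm excitation, 632 nm emission) of a Texas Red SRC2 coactivator peptide; loss of signal reflects blocked binding to human TRb ligand-binding domain in the presence of 1 uM T3.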
RECQ1 inh: blocks DNA unwinding by human RECQ1; 240,000 compounds, 0.54% hits; RECQ1 DNA unwinding, red fluorescence kinetic read; P46063; Potency, µM (titrated, usually from 57.3 µM), for inactives: at the highest dose activity, negative = inhibition, most hits filed as inhibitors;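 note: plate controls were vehicle for no effect and no enzyme for full effect; nearly all actives have a fitted effect of over 30% in size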
Target sequence (P46063 whole entry, looked up): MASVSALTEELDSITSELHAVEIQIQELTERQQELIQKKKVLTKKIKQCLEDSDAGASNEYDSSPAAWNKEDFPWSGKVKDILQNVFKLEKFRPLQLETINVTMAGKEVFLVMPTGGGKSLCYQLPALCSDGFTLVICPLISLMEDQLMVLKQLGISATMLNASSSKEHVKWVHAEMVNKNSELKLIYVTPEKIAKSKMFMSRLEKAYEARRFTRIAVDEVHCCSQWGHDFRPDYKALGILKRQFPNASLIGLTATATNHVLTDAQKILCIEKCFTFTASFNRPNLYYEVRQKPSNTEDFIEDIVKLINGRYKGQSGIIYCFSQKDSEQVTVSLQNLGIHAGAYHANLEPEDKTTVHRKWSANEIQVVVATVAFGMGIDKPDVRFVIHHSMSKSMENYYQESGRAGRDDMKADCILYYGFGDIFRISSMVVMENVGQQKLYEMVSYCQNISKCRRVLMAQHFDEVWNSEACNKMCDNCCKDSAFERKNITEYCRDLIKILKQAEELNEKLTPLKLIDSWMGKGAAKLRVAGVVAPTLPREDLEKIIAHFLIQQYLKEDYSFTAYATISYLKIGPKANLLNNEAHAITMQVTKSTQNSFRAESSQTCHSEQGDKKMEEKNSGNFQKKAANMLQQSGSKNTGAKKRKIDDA
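RECQ1T1 50 nM; forked duplex (20 bp + 30-nt ss tails) 200 nM, ATP 2 mM final; pH 8.0, 2 mM MgCl2, 2.5 ug/ml poly(dI-dC); 15 min compound preincubation; discontinuous kinetic read over 2 h at RT.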
Active calls of the source: *; i = inactive; ? = inconclusive; . = not tested or not shown; [ ] = another dose, or the depositor's remark. Unless noted, calls come from the whole dose curve; as a rule, active = well fitted curve in the direction sought with a large enough effect; inconclusive = small, poorly fitted or top-dose-only effect, or another doubt; inactive = no such curve, though single readings can be large; an effect the other way counts as inactive or inconclusive. Potency is the fitted concentration of half-maximal effect.

SMILES | HTT ATP protect | Tau FP inhib | Tau fluor cs | Tau ThT inhib | TR SRC2 fluor cs | L3MBTL1 inh | TRb-SRC2 inh | RECQ1 inh
Cc1nn(C)c2c1c(C(F)(F)F)cc(=O)n2CC(=O)NC(C)(C)C | . | 9% | 3% | 4% | -1% | . | 0% | .
CCOC(=O)C1C(=O)Nc2nc3ccccc3n2C1C(C)C (stereo unspecified) | 9% | -2% | -8% | -9% | 0% | -11% | -2% | -4%
N#CCCn1cc(C=C(C#N)C#N)c(-c2ccc(Cl)cc2)n1 | 8% | 5% | 1% | 6% | 2% | -5% | 7% | 7%
Cc1ccc(C=Nc2ccccc2C(=O)Nc2ccccc2)cc1 | 15%[10 µM] | -4% | -6% | 0% | -1% | 9% | -1% | 0%
CCCCCCCCCCCCCCCC(=O)OCC(O)C1OC(=O)C(O)=C1O (stereo unspecified) | -61%[inhibitor] | -16% | -13% | ? | 2% | . | -1% | ?
C=CCC1(C#N)C(=S)NC(C)=C(C(=O)OCC)C1c1ccccc1 (stereo unspecified) | -16%[10 µM] | -19% | -21% | -15% | -1% | -16% | -1% | -4%
CCOC(=O)c1ccc(NC(=O)c2ccc(OC(C)C)c(OC)c2)cc1 | 6%[10 µM] | -9% | -23% | ? | 4% | 3% | 2% | -2%
CCn1ncc(CN2CCN(Cc3ccc(OC)c(C)c3C)C(CCO)C2)c1C (stereo unspecified) | 13%[10 µM] | -4% | -6% | -6% | -4% | 5% | -1% | -20%
COc1ccc(Cn2c(C)c(C)c(C#N)c2NC(=O)Nc2ccc(Cl)cc2)cc1 | -22% | ? | ? | ? | 0% | -4% | -7% | -4%
Cc1ccc(C(=O)/C=C/c2ccco2)c(O)c1 | . | -4% | -16% | ? | -3% | ? | 4% | -9%
Cc1cccc(N2CCN(C(=O)c3cn(CC(C)C)c(=O)c4c3c3ccccc3n4C)CC2)c1C | . | 5% | -9% | -11% | 4% | . | 4% | .
CCCCC12CN3CC(C)(CN(C1)C3c1c[nH]c3ccccc13)C2=O (stereo unspecified) | . | 12% | ? | 5% | -1% | . | -7% | .
CN(C)CCCCOc1cccc(Br)c1 | -3%[10 µM] | -10% | -22% | ? | 0% | -13% | -7% | 2%
COc1ccc(S(=O)(=O)NCC(c2ccco2)N2CCOCC2)cc1C (stereo unspecified) | . | -11% | -3% | 5% | -1% | . | 0% | .
CCCNC(=O)CS(=O)Cc1nc(-c2ccccc2C)oc1C (stereo unspecified) | -28% | 2% | 1% | -10% | -1% | . | -6% | -2%
CN(C)c1nc(N)nc(Cn2nnc(-c3ccc(C(F)(F)F)cc3)n2)n1 | -14% | ? | 1% | 1% | -5% | . | 6% | i
S=C(Nc1ccc(N2CCOCC2)cc1)Nc1ccc2nc(-c3ccco3)c(-c3ccco3)nc2c1 | -22% | ? | 7.9µM*[quencher] | 2.2µM* | -13% | . | -7% | i
O=C(CCn1c(=O)c2cccn2c2cccnc21)NCc1ccc(F)cc1 | . | 1% | -6% | -3% | -1% | . | 1% | .
O=C(CSc1nnc(-c2cccnc2)n1-c1ccccc1)Nc1ccc2c(c1)OCO2 | 18% | -4% | 0% | -3% | -3% | -3% | 0% | -6%
O=S1(=O)c2ccccc2N(Cc2ccccc2Cl)c2ccccc21 | . | -3% | -15% | 0% | 0% | . | -8% | .
COc1ccc(-c2cn(-c3ccc(OC)cc3)c3[n+]2-c2ccccc2CC3)cc1 | -50%[inhibitor][10 µM] | -8% | -4% | -1% | -2% | 1% | -3% | -6%
O=C(CN1CCN(C(=O)c2ccco2)CC1)Nc1cc(C(F)(F)F)ccc1Cl | -24% | 0% | -4% | -13% | 0% | -6% | -16% | 8%
CCN(CC)S(=O)(=O)c1ccc2c(c1)nc(CCC(=O)Nc1ccc(N3CCOCC3)cc1)n2C | . | 5% | -18% | ? | -3% | -4% | 2% | 3%
CCc1ccccc1-n1c(SCC(=O)N2CCCC2)nnc1-c1ccccn1 | -7%[10 µM] | -13% | -5% | -7% | -2% | -27% | -6% | -1%
Cc1cc(C)n(C(=O)c2cccc(S(=O)(=O)N3CCCCC3)c2)n1 | 8%[10 µM] | -10% | -8% | -9% | -2% | 8% | -1% | -19%
CC(C)CSc1n[nH]c(=S)s1 | . | -3% | -2% | -7% | -1% | 2% | 4% | -1%
CCOc1ccc2cc(C3CC(c4ccco4)=NN3S(=O)(=O)c3ccccc3)c(Cl)nc2c1 (stereo unspecified) | -13%[10 µM] | -4% | -16% | -11% | 0% | -1% | 5% | -7%
CCCOc1ccc(C2c3c(-c4ccccc4O)n[nH]c3C(=O)N2CCCOCC)cc1OCC (stereo unspecified) | . | 4% | ? | -5% | -3% | . | -2% | .
CCOC(=O)c1c(CN(C)C)n(-c2ccccc2)c2cc(Br)c(OC)cc12 | -5%[0.074 µM] | -12% | -6% | -14% | -3% | -3% | -7% | i
Cc1ccc(N2CCN(C(=O)c3cc(C(=O)c4ccccc4C)c[nH]3)CC2)c(C)c1 | -111%[inhibitor] | 11% | -7% | -7% | -2% | -28% | -6% | -8%

4 entries from above, with two lines to a compound:
Value order – HTT ATP protect, Tau FP inhib, Tau fluor cs, Tau ThT inhib, TR SRC2 fluor cs, L3MBTL1 inh, TRb-SRC2 inh, RECQ1 inh
> CCN(CC)S(=O)(=O)c1ccc2c(c1)nc(CCC(=O)Nc1ccc(N3CCOCC3)cc1)n2C
 : ., 5%, -18%, ?, -3%, -4%, 2%, 3%
> CCc1ccccc1-n1c(SCC(=O)N2CCCC2)nnc1-c1ccccn1
 : -7%[10 µM], -13%, -5%, -7%, -2%, -27%, -6%, -1%
> Cc1cc(C)n(C(=O)c2cccc(S(=O)(=O)N3CCCCC3)c2)n1
 : 8%[10 µM], -10%, -8%, -9%, -2%, 8%, -1%, -19%
> CC(C)CSc1n[nH]c(=S)s1
 : ., -3%, -2%, -7%, -1%, 2%, 4%, -1%

(next part)
SMILES | HTT ATP protect | Tau FP inhib | Tau fluor cs | Tau ThT inhib | TR SRC2 fluor cs | L3MBTL1 inh | TRb-SRC2 inh | RECQ1 inh
CCNC(=S)N(Cc1cc2cc(C)c(C)cc2[nH]c1=O)C1CCCC1 | 15%[10 µM] | -4% | -5% | -5% | 2% | 0% | -5% | -1%
Cc1ccc(CNCc2c(C(=O)O)c(C)n(Cc3ccc(C)cc3)c2C)cc1 | . | 0% | -6% | -8% | -2% | . | 1% | .
O=C(CSc1nnc(C2CC2)n1-c1ccccc1)NCCN1C(=O)CSC1=O | -8% | -3% | -1% | 3% | 1% | 2% | 1% | i
Cc1nn(-c2ccccc2)c(OC(=O)c2ccc(F)cc2)c1S(=O)(=O)c1ccccc1 | . | 3% | -5% | -6% | -1% | . | 0% | .
Oc1ccc2c(c1)C1CCCC1(N1CCOCC1)O2 (stereo unspecified) | 0%[1.9 µM] | ? | -26% | ? | -8% | 32µM* | -1% | -32%
COc1ccc(C2CC(=O)c3cnc(N)nc3C2)c(OC)c1 (stereo unspecified) | -1%[0.074 µM] | 6% | 8% | 1% | 0% | 5% | -1% | -3%
COC(=O)[C@@H]1CC[C@H](C)[C@@H](c2ccc(C)cc2)N1C(=O)c1ccc(/C=N\O[C@@H](C)c2cn([C@H]3COC[C@H]3O)nn2)cc1 | -33%[inhibitor][10 µM] | ? | -10%[11.6 µM] | -2%[11.5 µM] | -2%[11.2 µM] | . | -5%[11.2 µM] | -2%[11.5 µM]
Cc1csc(NC(=O)c2c(O)c3cccc4c3n(c2=O)CCC4)n1 | 6% | -2% | -2% | -9% | 3% | 2% | -5% | i
CN(C)/C=N/S(=O)(=O)c1ccc(Cl)cc1 | -52% | -1% | 2% | 5% | -4% | 4% | -8% | -8%
CCC(=O)Nc1ccc2c(c1)ncn2-c1ccccc1OC | 3% | -6% | -4% | -2% | 1% | 2% | -4% | i
O=C(O)c1cccc2c1C(=O)N(Cc1ccncc1)C2 | -11%[0.074 µM] | -6% | -2% | 1% | 0% | 0% | -20% | i
Nc1nc(F)cc(NCc2ccccc2)n1 | 8% | -2% | -3% | -1% | -1% | . | 5% | 2%
O=C(NCc1ccccc1)c1cccc(COc2ccc3c(c2)CCC3)c1 | -7%[10 µM] | 1% | -19% | -8% | 0% | 13% | 10% | -16%
O=C(Nc1ccno1)Nc1ccc(Cl)cc1Cl | 12%[10 µM] | -8% | -23% | -10% | -1% | 4% | -1% | -15%
CNC(=O)C1CC(=O)N(Cc2ccc(OC)c(OC)c2)C(=Nc2ccc(OC)cc2)S1 (stereo unspecified) | -19% | 3% | -10% | -8% | -5% | -2% | -1% | -4%
Cn1c(CSc2ccccc2)c(C#N)c2ccccc21 | -13% | -8% | -29% | -13% | 0% | 43%[activator] | 2% | -16%
COc1ccc(CCNc2nc3c(c(=O)n(C)c(=O)n3C)n2C)cc1OC | -5% | 3% | 9% | -3% | -5% | -6%[11.4 µM] | -1% | -3%
COc1ccc(-c2nnc(SCC(=O)Nc3ccc(C(C)=O)cc3)nc2-c2ccc(OC)cc2)cc1 | . | ? | ? | ? | -2% | . | 2% | .
COCC(C)Nc1ccc(S(=O)(=O)N2CCCC2)cc1[N+](=O)[O-] (stereo unspecified) | -5% | -6% | -10% | -8% | -1% | . | 1% | -17%
O=C1/C(=N\S(=O)(=O)c2cccs2)C([n+]2cccc(Cc3ccccc3)c2)=C([O-])c2ccccc21 | -15%[10 µM] | -2% | -26% | ? | -2% | -10% | 0% | -10%
Cn1cnc2c(=O)oc3ccc(S(=O)(=O)Nc4ccc(F)cc4)cc3c21 | . | -10% | -17% | ? | -1% | . | -4% | .
CC(C)Oc1ccc(-c2nn(-c3ccccc3)cc2/C=c2\sc3ncnn3c2=O)cc1 | -23% | -8% | 7% | -12% | 0% | -2%[11.4 µM] | -3% | i
ONC(=Nc1ccc(Cl)cc1)c1ccccc1 | 31%[10 µM] | -5% | -7% | 6% | 0% | 2% | -1% | -6%

Bioassay records: PubChem, National Center for Advancing Translational Sciences (NCATS)

Some of the compounds tested; the hit share may differ from the screen's.
